IDE act = IDE (human) activation, cell-based; P14735; HEK cells, FAbeta-B cleavage, fluorescence polarization; 0% vehicle, 100% cell-free pure enzyme wells; activation, % at 5.96 µM; 340,000 tested, 0.073% active; AID 493087;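 active = activation above the mean of all tested compounds plus 3 SD, set per screening campaign, cut at about 17% in these data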
IMP-1 inhibitor = blocks Pseudomonas aeruginosa IMP-1 metallo-beta-lactamase; inhibition, % at 5.6 µM; purified IMP-1, nitrocefin hydrolysis, epi-absorbance fluorescence; 290,000 tested, 0.45% active;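 active = inhibition above the mean plus 3 SD of all compounds in the same screening run, cut at about 4.5% in these data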;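 note: 0% = IMP-1 with DMSO and 100% = DMSO wells lacking enzyme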
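Assay system: purified IMP-1; Quantity: IMP-1 0.2 nM before substrate addition; Medium: HEPES buffer pH 7.1 with ZnSO4 and Brij 35; Incubation: 15 min enzyme–compound preincubation, then 25 min nitrocefin reaction, 25 °C; Signal: fluorescence quenching readout, ex 480/em 530 nm; Controls: DMSO with and without IMP-1; Repeats: singlicate testing.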
GPR7 antagonist = human neuropeptides B/W receptor 1 antagonism; P48145; GPR7-expressing cells, fluorescence antagonist assay; inhibition, % at 4.4 µM; 290,000 tested, 1.1% active; AID 1861; in the data active = inhibition above about 16%, passing the limit was not always enough;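 note: cells stimulated with the agonist NPW; 0% = agonist with vehicle and 100% = vehicle without agonist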
VIM-2 inhibitor = blocks Pseudomonas aeruginosa VIM-2 metallo-beta-lactamase; AID 1527; 290,000 tested, 0.89% active; inhibition, % at 5.6 µM; purified VIM-2, nitrocefin hydrolysis, epi-absorbance fluorescence;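 active = inhibition above the mean of all tested compounds plus 3 SD, cutoff set per screening run, cut at about 7.5% in these data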;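 note: red hydrolysis product quenches plate fluorescence so inhibitors raise well fluorescence; 0% = enzyme with DMSO and 100% = DMSO without enzyme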
IDE cell inh = inhibits human insulin-degrading enzyme in HEK cells. P14735. inhibition, % at 5.59 µM. FAbetaB cleavage, fluorescence polarization. 320,000 tested, 0.41% active;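 active = percent inhibition above the average of all tested compounds plus 3 SD, set per screening campaign, cut at about 16% in these data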;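 note: IDE supplied by intact live HEK cells; FP after avidin binding of uncleaved biotin substrate so inhibition keeps polarization high; 0% = DMSO wells and 100% = 60 µM reference IDE inhibitor Ii1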
PHOSPHO1 block = inhibitors of human PHOSPHO1 phosphatase; recombinant PHOSPHO1, absorbance phosphatase assay; inhibition, % at 13.3 µM; AID 1565; 290,000 tested, 1.1% active; Q8TCT1; in the data active = inhibition above about 60%
PfM18AAP inh = blocks P. falciparum M18 aspartyl aminopeptidase. inhibition, % at 7.35 µM. recombinant PfM18AAP, H-Glu-NHMec fluorogenic cleavage. 290,000 tested, 1.2% active. AID 1822;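 active = inhibition above the campaign mean inhibition over all tested compounds plus 3 SD, cut at about 28% in these data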;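 note: 0% = plate median of test compound wells and 100% = 2 mM ZnCl2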
pCIP destab = p/CIP protein destabilization. F442A p/CIP-EGFP cells, EGFP fluorescence, 16 h. 290,000 tested, 0.01% active. decrease of EGFP signal, % at 10 µM;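 active = EGFP signal decrease of at least 30% at 10 µM or well 3 SD below plate mean, unless failing retest; inactive = the rest, including hits failing retest or dose response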; note: some compounds called inactive have numbers as strong as hits; many of its hits are not listed in these tables
NALP1 inh = inhibitors of NALP1 inflammasome in yeast | 280,000 tested, 0.61% active | inhibition, % at 10 µM | S. cerevisiae NALP1/ASC/caspase-1 growth, X-gal OD620, 72 h; in the data active = inhibition mostly above about 24%, no sharp cut-off; inactive = mostly below about 32%; note: some compounds called inactive have numbers as strong as hits
The depositor's hits bear a star; . = no result given.

No.	SMILES	IDE act	IMP-1 inhibitor	GPR7 antagonist	VIM-2 inhibitor	IDE cell inh
1	Cc1ccc(N2CC(C(=O)Nc3cccc(F)c3)CC2=O)cc1 (stereo unspecified)	0	-1.5	2	0.3	-1
2	O=C(CN1CCc2ccccc2C1)Nc1ccccc1C(F)(F)F	8	0.1	-7	-0.5	2
3	COc1ccc(C2NC(=O)C(=O)/C2=C(\O)c2ccc(Cl)cc2)cc1OC (stereo unspecified)	4	-0.7	27	-1.4	-1
4	Cc1ccc(C(=O)Oc2cccc(NC(=O)c3ccccc3)c2)cc1C	1	-2.7	3	-1.0	5
5	CC(C)c1ccc(NC2CCCN(C(=O)CC3CCCC3)C2)cc1 (stereo unspecified)	-1	0.3	35*	1.1	3
6	Cc1cc(Cl)ccc1C(=O)C1CCCN(C(=O)c2n[nH]c3c2CCCC3)C1 (stereo unspecified)	3	-2.9	-19	-2.8	1
7	C=CCOc1cccc(/C=C/c2nc3ccccc3c(=O)[nH]2)c1	2	-1.4	-2	-1.3	-1
8	CN(C(=O)c1ccccc1F)C(c1ccccc1)c1ccccc1	2	-3.6	15	-4.2	3
9	COc1ccc(S(=O)(=O)Nc2ccc(C)cn2)cc1	-2	-4.1	-15	-3.4	-4
10	CSCCC(NC(=O)c1ccccc1)C(=O)NCc1ccc(S(N)(=O)=O)cc1 (stereo unspecified)	4	-0.6	4	-1.0	-7
11	Cc1cccc(C(=O)Nc2ccccc2N2CCN(c3ccc(F)cc3)CC2)c1	-4	-3.0	-12	-1.3	0
12	Cc1cccc(C)c1NS(=O)(=O)c1ccc2c(c1)C(=O)c1ccccc1C2=O	5	-2.0	-12	-4.7	-2

No.	PHOSPHO1 block	PfM18AAP inh	pCIP destab	NALP1 inh
1	5	5	2	-9
2	14	9	-8	9
3	24	9	0	14
4	-4	6	-6	22
5	17	18	4	16
6	35	5	-17	13
7	36	-1	5	-22
8	32	3	-23	-2
9	24	-2	0	2
10	38	-2	1	25
11	-16	8	-1	-5
12	-14	-2	-2	14

An excerpt of these results, bar-delimited.
No. | Structure | IDE act | IMP-1 inhibitor | GPR7 antagonist | VIM-2 inhibitor | IDE cell inh | PHOSPHO1 block | PfM18AAP inh | pCIP destab | NALP1 inh
5 | CC(C)c1ccc(NC2CCCN(C(=O)CC3CCCC3)C2)cc1 (stereo unspecified) | -1 | 0.3 | 35* | 1.1 | 3 | 17 | 18 | 4 | 16
6 | Cc1cc(Cl)ccc1C(=O)C1CCCN(C(=O)c2n[nH]c3c2CCCC3)C1 (stereo unspecified) | 3 | -2.9 | -19 | -2.8 | 1 | 35 | 5 | -17 | 13

More entries follow:
No.	SMILES	IDE act	IMP-1 inhibitor	GPR7 antagonist	VIM-2 inhibitor	IDE cell inh
13	CC(C)CN(C(=O)CSc1nncn1-c1ccccc1)c1c(N)n(CC(C)C)c(=O)[nH]c1=O	6	-1.1	-3	-3.6	2
14	O=C(COc1ccccc1)Nc1ccccc1N1CCN(c2ccc(F)cc2)CC1	6	-1.8	-11	-1.9	0
15	CCOc1ccc(S(=O)(=O)N2CCOCC2)cc1NC(=O)c1ccccc1F	4	1.1	-1	4.3	0
16	Cc1cccc(OCc2nc(-c3ccc(Br)o3)no2)c1	5	-2.2	-4	-1.3	-8
17	CC(Sc1n[nH]c(N)n1)C(=O)Nc1ccc(Cl)cn1 (stereo unspecified)	4	-1.9	-13	-1.5	5
18	Cc1ccccc1NC(=S)N(C)C1(c2ccccc2Cl)CCCCC1=O (stereo unspecified)	-3	-1.0	-7	-1.3	-1
19	CCCCn1c(N)c(N(CC(C)C)C(=O)c2cccc(S(=O)(=O)N3CCCCCC3)c2)c(=O)[nH]c1=O	0	-0.3	28*	-2.5	6
20	CCOCCCN1CN(Cc2ccco2)CNC1=S	9	-1.4	-18	-0.8	0
21	COC(=O)C(C)Sc1nc2c([nH]c3ccccc32)c(=O)n1C (stereo unspecified)	4	-4.7	-9	-5.3	-3
22	CCOC(=O)N1CCN(C(=O)CCNS(=O)(=O)c2ccc3c(c2)c(=O)n(C)c(=O)n3C)CC1	0	-1.2	-13	-3.5	-3
23	Cn1c(C(O)c2ccccc2)nc(Cl)c1Cl (stereo unspecified)	4	-1.6	3	-4.0	1
24	CCOC(=O)c1ccc2nc(C)c(CC)c(Cl)c2c1	-3	0.6	1	3.3	0

No.	PHOSPHO1 block	PfM18AAP inh	pCIP destab	NALP1 inh
13	-3	-1	6	10
14	-47	-5	-6	-7
15	8	-15	-24	19
16	4	1	7	-1
17	40	-8	5	9
18	24	-2	-8	4
19	-29	-5	2	9
20	-12	1	-3	-3
21	7	3	8	7
22	-18	-3	1	0
23	-10	0	-4	20
24	39	-8	0	16

(listing goes on)
No.	SMILES	IDE act	IMP-1 inhibitor	GPR7 antagonist	VIM-2 inhibitor	IDE cell inh
25	CCCc1nn(C)c2c(=O)[nH]c(-c3cc(S(N)(=O)=O)ccc3OCC)nc12	1	-2.8	-15	0.2	.
26	CCCn1c(-c2ccccc2)nc2c(=O)n(C)c(=O)[nH]c21	6	-4.8	-12	-4.2	-1
27	COc1c(Cl)cc(Cl)cc1C(=O)Nc1ccc(CN2CCCCC2)cc1	1	-2.1	-6	0.6	-3
28	Cc1[nH]nc2c1C1(CCN(Cc3ccccc3)CC1)C(C#N)=C(N)O2	5	-1.0	-7	0.1	3
29	O=C(CO/N=C/c1ccccc1Cl)N1CCCc2ccccc21	-3	-1.4	6	-3.3	-1
30	Cc1cc(C)nc(SCc2ccc(C(=O)N/N=C3\CC(C)CC(C)(C)C3)cc2)n1 (stereo unspecified)	6	-1.8	2	-3.3	-2
31	Cc1ccc(-n2nc(C(=O)c3ccccc3)n3c(=O)c(Cc4ccccc4)nnc23)cc1	2	-4.7	-12	-1.3	2
32	COc1ccc(S(=O)(=O)Nc2ccc(-n3cccc3)cc2)cc1	2	-0.9	-22	-0.1	0
33	COc1ccc(/C=C/C(=O)N2CCN(c3ccccn3)CC2)c(OC)c1OC	1	-2.8	-1	2.2	5
34	Cc1occc1-c1nnc(SCC(=O)Nc2nc3ccccc3s2)o1	1	-2.6	-7	-3.2	2
35	O=C(CSc1nnnn1-c1cccc2c1CCCC2)NC1CCCC1	3	-2.0	34*	-0.8	-3
36	CC(/C=C/c1ccc2c(c1)OCO2)=N/NC(=O)CNc1ccc(C)cc1	1	-3.1	-10	-6.3	4

No.	PHOSPHO1 block	PfM18AAP inh	pCIP destab	NALP1 inh
25	36	-4	-2	12
26	56	-21	-14	15
27	-1	-9	-3	19
28	44	10	-9	2
29	-24	2	-6	39
30	1	-4	-2	16
31	.	3	.	.
32	-1	-19	7	14
33	20	1	5	4
34	28	12	10	5
35	6	5	-2	-2
36	.	3	.	.

Ordered by number of heavy atoms (descending): part of the list above.
No.	SMILES	IDE act	IMP-1 inhibitor	GPR7 antagonist	VIM-2 inhibitor	IDE cell inh
11	Cc1cccc(C(=O)Nc2ccccc2N2CCN(c3ccc(F)cc3)CC2)c1	-4	-3.0	-12	-1.3	0
6	Cc1cc(Cl)ccc1C(=O)C1CCCN(C(=O)c2n[nH]c3c2CCCC3)C1 (stereo unspecified)	3	-2.9	-19	-2.8	1
8	CN(C(=O)c1ccccc1F)C(c1ccccc1)c1ccccc1	2	-3.6	15	-4.2	3
24	CCOC(=O)c1ccc2nc(C)c(CC)c(Cl)c2c1	-3	0.6	1	3.3	0
23	Cn1c(C(O)c2ccccc2)nc(Cl)c1Cl (stereo unspecified)	4	-1.6	3	-4.0	1

No.	PHOSPHO1 block	PfM18AAP inh	pCIP destab	NALP1 inh
11	-16	8	-1	-5
6	35	5	-17	13
8	32	3	-23	-2
24	39	-8	0	16
23	-10	0	-4	20

Remaining list, next part
No.	SMILES	IDE act	IMP-1 inhibitor	GPR7 antagonist	VIM-2 inhibitor	IDE cell inh
37	COc1ccc(C)cc1NC(=O)CCNS(=O)(=O)c1cccc2nonc12	-4	-3.4	-12	-2.4	0
38	CCC(C)n1c(SC(C)C#N)nc2ccccc2c1=O (stereo unspecified)	-7	-6.3	-11	-4.6	1
39	O=C(O)CCC(C(=O)O)n1c(O)c(C2=c3ccccc3=NC2=O)sc1=S (stereo unspecified)	-6	-2.5	-12	0.1	-2
40	CC1Cc2nc(SCC(=O)NCC3CCCO3)n(-c3ccc(F)cc3)c(=O)c2S1 (stereo unspecified)	4	-0.7	-2	-1.6	-4
41	CCCOc1ccccc1C(=O)NC(CO)C(=O)O (stereo unspecified)	8	-1.8	-1	-3.7	4
42	c1ccc(OCCSc2nc3ccccc3[nH]2)cc1	0	-0.8	-6	-1.9	2
43	O=C(NC1CCCc2ccccc21)C1CCN(c2nnc(-n3cccc3)s2)CC1 (stereo unspecified)	-8	-3.3	-2	-4.6	0
44	CCOC(=O)Cc1csc(N/N=C/c2ccccc2)n1	-1	-3.9	-2	-2.6	3
45	COc1ccc(N2CCN(C3CCCN(C(=O)C4=C(C)OCCO4)C3)CC2)cc1 (stereo unspecified)	2	-4.2	-10	-1.6	.
46	CC(C)CNC(=S)NNC(=O)c1nn(C)cc1Cl	5	-1.6	18	-3.4	-3
47	O=C(NCc1ccccc1)C(c1c(F)cccc1Cl)N(C(=O)c1csnn1)C1CC1 (stereo unspecified)	7	1.5	4	-1.9	0
48	O=C(C1COc2ccccc2O1)N1CCOCC1 (stereo unspecified)	8	-2.7	-7	0.6	1

No.	PHOSPHO1 block	PfM18AAP inh	pCIP destab	NALP1 inh
37	10	2	-16	16
38	-5	-1	4	9
39	11	2	2	4
40	33	3	2	9
41	10	2	2	1
42	-11	2	-12	8
43	16	-8	-8	.
44	10	4	2	22
45	26	0	-8	11
46	16	8	-2	-15
47	18	0	1	16
48	-11	0	8	0

(more compounds)
No.	SMILES	IDE act	IMP-1 inhibitor	GPR7 antagonist	VIM-2 inhibitor	IDE cell inh
49	Cc1ccc(S(=O)(=O)CCC(=O)Nc2nccs2)cc1	7	-3.5	-8	-6.4	1
50	Cc1sc2ncn(CC(=O)Nc3cccc(S(N)(=O)=O)c3)c(=O)c2c1-c1ccccc1	-2	-2.2	-17	-1.2	6
51	CC(=O)c1ccc(NC(=O)c2ccc3nc(-c4ccco4)c(-c4ccco4)nc3c2)cc1	-2	-0.3	-1	-2.1	1
52	CCn1cc(C(=O)OCc2ccc(F)cc2)c(=O)c2ccc(C)nc21	1	-2.9	-19	2.6	9
53	COCCNC(=O)Cn1nc(-c2ccccc2OC)ccc1=O	6	-2.1	7	0.1	4
54	O=C(Nc1nnc(SCc2ccccn2)s1)C1CC(=O)N(c2ccccc2)C1 (stereo unspecified)	-5	-4.8	-7	-3.3	5
55	CNc1nc(-c2ccccc2)cc(C)c1S(C)(=O)=O	8	-1.8	-13	-2.3	-2
56	COc1cc(OC)cc(C(=O)N[C@H](C(=O)OCC(N)=O)C(C)C)c1	4	-2.3	-7	-3.8	8

No.	PHOSPHO1 block	PfM18AAP inh	pCIP destab	NALP1 inh
49	9	1	-3	0
50	33	-1	-7	5
51	98*	7	-1	-13
52	-10	-5	-7	3
53	-4	3	9	1
54	4	-9	-4	21
55	25	2	1	-3
56	3	-5	2	9
